# hcGAS inh = Primary biochemical luminescence assay for human cyclic GMP-AMP synthase inhibitors | inhibition, % at 12.5 µM | recombinant h-cGAS, ATP depletion, Kinase-Glo luminescence | 290,000 tested, 0.081% active; in the data active means inhibition above about 40%;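 further: 0% = vehicle reaction and 100% = reaction without DNA for no activity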
# An asterisk follows results filed as active. Only part of the results is shown; the hit share may differ from the screen's.
SMILES,hcGAS inh
CN(C)c1ccc2nc3ccc(=[N+](C)C)cc-3sc2c1,-36
C#C[C@]1(OC(C)=O)CCC2C3CCC4=C/C(=N\O)CCC4C3CC[C@@]21CC (stereo partly drawn),-4
